# Source: PubChem BioAssay
# MCF10A rerep: inducers of DNA re-replication in MCF 10A breast cells; MCF 10A DNA re-replication, Hoechst nuclear intensity, 48 h; Potency, µM (doses to about 46.1 µM), for the others: at the highest dose activity, positive = re-replication, hits mostly activators; 350,000 compounds, 2.9% hits; AID 624296; further: potency means the concentration at half of the fitted maximal effect; % of control where 0% means no effect; nearly all actives have a fitted effect of over 50% in size
# D3 ag: activates the human D3 dopamine receptor. 410,000 compounds, 0.58% hits. max activation, %. D3R DiscoveRx beta-arrestin cells, luminescence, 90 min; in the data active means max activation above about 30%; further: 0% is about no effect; mostly tested at two doses, the higher about 12 µM
# Target sequence (P35462 whole entry, looked up): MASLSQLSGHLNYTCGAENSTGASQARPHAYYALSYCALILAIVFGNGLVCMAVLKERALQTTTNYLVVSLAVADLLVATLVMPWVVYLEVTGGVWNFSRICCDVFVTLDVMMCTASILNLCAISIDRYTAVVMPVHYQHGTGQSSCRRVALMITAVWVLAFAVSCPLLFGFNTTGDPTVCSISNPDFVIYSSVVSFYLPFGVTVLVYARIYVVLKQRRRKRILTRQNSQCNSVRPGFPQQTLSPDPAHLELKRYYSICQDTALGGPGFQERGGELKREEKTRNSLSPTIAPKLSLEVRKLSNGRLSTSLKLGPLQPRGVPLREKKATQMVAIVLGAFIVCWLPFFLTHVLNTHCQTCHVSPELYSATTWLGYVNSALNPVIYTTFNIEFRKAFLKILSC
#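 Cells at 1500/well, incubated overnight, then treated with pinned compounds (dopamine as control) for 90 min at 37 degrees C. DiscoveRx reagent added for 30 - 60 minutes at room temperature; luminescence read.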
# HT1080 IDH1KD tx: kills HT-1080 cells with IDH1 knockdown | 360,000 compounds, 2% hits | HT-1080 IDH1 knockdown viability, ATP luminescence, 48 h | Potency, µM (titrated, usually from 46.1 µM), inactives show at the highest dose activity, negative = toxicity, most hits filed as cytotoxic | AID 686971;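 further: potency means the concentration at half of the fitted maximal effect; 0% = DMSO wells and -100% = cell-free medium wells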
#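 Assay cells: HT-1080 with IDH1 knockdown, 750 per well, RPMI/5% FBS. Exposure: 48 h at 37 °C following 2 h pre-incubation. Read: CellTiter-Glo luminescence; fitted concentration-response, curve class assigned.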
# SW480 rerep: inducers of DNA re-replication in SW480 colon cancer cells; AID 624297; SW480 DNA re-replication, Hoechst DNA content imaging, 48 h; Potency, µM (highest dose often 46.1 µM), inactives show at the highest dose re-replication activation, most hits filed as activators; 340,000 compounds, 1.8% hits; further: potency means the concentration at half of the fitted maximal effect; % of control where 0% means no effect; nearly all actives have a fitted effect of over 55% in size
#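 Image-based read-out: total Hoechst fluorescence of nuclei (405 nm excitation, 500-530 nm emission), with hits raising the fraction of high-intensity nuclei. SW480 colon cells incubated 48 hr with compounds at 37 C.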
# IL-1B inflam inh: inhibitors of inflammasome signaling (IL-1 beta secretion) | THP-1 LPS/ATP IL-1B secretion, AlphaLISA, 16 h; active compounds read low | activity change, % at 57.5 µM | 360,000 compounds, 4.7% hits | AID 743279; in the data active means activity change below about -50%; inconclusive means mostly about -30% to -49%; further: on the % scale 0 is the no-effect control and ±100 the full control effect
#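 Secreted IL-1B measured by AlphaLISA bead assay after 16 h compound exposure of THP-1 cells; compounds (final up to 57.5 uM) added 1 h before LPS (250 ng/mL) and ATP (1.25 mM) stimulation; lower signal means less secretion.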
# KB-3-1 tox: kills parental KB-3-1 adenocarcinoma cells; KB-3-1 viability, CellTiter-Glo ATP luminescence, 72 h; Potency, µM (series often up to 46.1 µM), for the others: at the highest dose activity change, negative = cytotoxic, usual class: cytotoxic; 400,000 compounds, 1.4% hits; AID 1347075; further: potency means the concentration at half of the fitted maximal effect; on the % scale 0 is the no-effect control and ±100 the full control effect; nearly all actives have a fitted effect of over 60% in size
#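 Cytotoxicity in the drug-sensitive parental line KB-3-1 was scored as loss of CellTiter-Glo luminescence following 72 h incubation with compound. Values come from curve fitting of normalized concentration-response data.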
# HEK293 tox: cytotoxicity counter-screen for GLP-1 receptor inverse agonists; HEK293 cAMP-luciferase reporter cells, luminescence, 24 h; Potency, µM (doses to about 38.3 µM), for inactives: at the top dose activity change, negative = inhibition, hits mostly inhibitors; 410,000 compounds, 0.13% hits; AID 624418;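 further: loss of luciferase light is scored as toxicity; potency means the concentration at half of the fitted maximal effect; on the % scale 0 is the no-effect control and ±100 the full control effect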
#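 Luminescence readout: signal drop marks cytotoxicity. Plated cells grew 12 h at 37 °C, 5% CO2, received 23 nL compound for 24 h, then got luciferase reagent, read after 12 min at RT.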
# HT1080-NT tox: kills 2HG-producing HT-1080-NT fibrosarcoma cells | HT-1080-NT fibrosarcoma viability, CellTiter-Glo ATP luminescence, 48 h | Potency, µM (top dose mostly 46.1 µM), for inactives: top-dose activity, negative = less viability, hits mostly cytotoxic | 360,000 compounds, 1.6% hits | AID 686970;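 further: NT is the 2HG producing partner of a matched IDH1 knockdown line; potency means the concentration at half of the fitted maximal effect; 0% = DMSO-treated cells and -100% = media-only wells without cells; nearly all actives have a fitted effect of over 55% in size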
#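 750 cells/well, RPMI + 5% FBS; 2 h settle, compound pin-transfer, 48 h at 37 degrees C. CellTiter-Glo 10 min RT, luminescence. Normalized to DMSO and media-only wells.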
# KB-V1 MDR tox: kills drug-selected multidrug resistant KB-V1 cells | KB-V1 MDR cells viability, CellTiter-Glo, 72 h | Potency, µM (highest dose often 46.1 µM), without a hit: top-dose activity change, negative = cytotoxicity, actives largely listed as cytotoxic | 400,000 compounds, 3.4% hits | AID 1347076; further: potency means the concentration at half of the fitted maximal effect; on the % scale 0 is the no-effect control and ±100 the full control effect; nearly all actives have a fitted effect of over 60% in size
#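 qHTS viability screen in drug-selected KB-V1 MDR cells: 72 h compound treatment at 37 degrees C, ATP luminescence end point.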
# * = called active by the depositor; i = inactive; ? = inconclusive; · = not tested or not shown; [ ] = remark or other dose. Unless noted, the call rests on the fitted dose curve; in most records, active means well fitted curve in the direction sought with a large enough effect; inconclusive means small, poorly fitted or top-dose-only effect, or another doubt; inactive means no such curve, though single readings can be large; an effect the other way counts as inactive or inconclusive. Rows were taken by chance (roughly 11% active in at least one column).
# The first four compounds, to show the layout:
SMILES,MCF10A rerep,D3 ag,HT1080 IDH1KD tx,SW480 rerep,IL-1B inflam inh,KB-3-1 tox,HEK293 tox,HT1080-NT tox,KB-V1 MDR tox
COc1ccc(CNS(=O)(=O)c2ccc3c(c2)CC(C)N3C(=O)C2CC2)cc1 (stereo unspecified),10%,9,?,-9%,-65*,?,-8%,?,?
Fc1ccc(N2CCN(Cc3cnc(N4CCOCC4)s3)CC2)cc1,-4%,4,1%,1%,42,2%,22%,7%,3%
COc1ccc(OC)c(CCNC(=O)c2ccc3c(c2)N(Cc2ccc(F)cc2)CCS3)c1,13µM*,-4,-24%,6%,0,?,-9%,-8%,?
Cc1csc(=N)n1-c1ccc(Cl)cc1,3%,-15,10%[9.24 µM],1%,?,-2%,19%,-18%,3%

# The list itself (from the top)
SMILES,MCF10A rerep,D3 ag,HT1080 IDH1KD tx,SW480 rerep,IL-1B inflam inh,KB-3-1 tox,HEK293 tox,HT1080-NT tox,KB-V1 MDR tox
COc1ccc(CNS(=O)(=O)c2ccc3c(c2)CC(C)N3C(=O)C2CC2)cc1 (stereo unspecified),10%,9,?,-9%,-65*,?,-8%,?,?
Fc1ccc(N2CCN(Cc3cnc(N4CCOCC4)s3)CC2)cc1,-4%,4,1%,1%,42,2%,22%,7%,3%
COc1ccc(OC)c(CCNC(=O)c2ccc3c(c2)N(Cc2ccc(F)cc2)CCS3)c1,13µM*,-4,-24%,6%,0,?,-9%,-8%,?
Cc1csc(=N)n1-c1ccc(Cl)cc1,3%,-15,10%[9.24 µM],1%,?,-2%,19%,-18%,3%
CCN(CC)c1ccc(-n2c(O)c(C=C3N=c4ccccc4=N3)sc2=S)cc1,-2%,-6,-4%,·,0,12%,3%,1%,0%
CSCC(=O)N1CCCC(N2CCN(c3cccc(C(F)(F)F)c3)CC2)C1 (stereo unspecified),12%,-6,-5%,-2%,0,3%,0%,0%,-7%
CC(=O)c1cc(Cl)ccc1OC(=O)c1ccco1,-1%,-2,1%,15%,13,-3%,4%,-2%,4%
Cc1cccc(OCCC(=O)OCC(=O)N2c3ccccc3NC(=O)C2(C)C)c1,·,-4,2%,·,18,-7%,2%,-7%,?
COc1ccc(-n2ccnc(NCc3ccc(C)cc3)c2=O)cc1OC,·,-6,·,·,·,3%,-1%,·,8%
Cc1ccc(C(=O)N2CCCC(C(=O)Nc3cccc(-c4ccc(F)cc4)c3)C2)cn1 (stereo unspecified),?,-20,-15%,-2%,-28,0%,-13%,-25%,?
O=C(NC1CCCCC1)c1cc(N2C(=O)CCC2=O)ccc1Cl,19%,-2,12%,1%,-1,14%,1%,0%,0%
Cc1cc(OCC(=O)NNC(=O)c2cccnc2)cc(C)c1Cl,8%,-1,2%,?,10,0%,-8%,-5%,-21%
O=C(Cn1c(=O)oc2ccccc21)N1CCCCC1,-1%,-2,-3%,-2%,3,1%,13%,-4%,1%
O=S(=O)(NC1CCCC1)c1cccc(-c2nnc(-c3ccccc3)o2)c1,23%,20,?,-2%,-20,?,0%,2%,?
COc1ccc(-c2nsc3c(N4CCCCC4)ncnc23)cc1,3%,9,8%,-7%,8,-3%,-2%,28%,0%
COC(=O)c1ccc(C2NC(=O)c3c(sc(C)c3C)N2)cc1 (stereo unspecified),-6%,1,3%,-19%,-5,-1%,7%,-2%,-15%
CN(C)CCNc1nc(-c2ccccc2)nnc1C(F)(F)F,1%,3,0%,-6%,-7,4%,1%,-3%,-15%
COc1cccc(OCC(O)CN2CCN(CCO)CC2)c1 (stereo unspecified),17%,-20,-1%,2%,-1,-6%,1%,-3%,-14%
Cc1ccc(Nc2ccc(C(N)=O)cc2[N+](=O)[O-])cc1,9%,-5,-7%,-1%,11,-16%,-7%,-8%,-2%
CNC(=O)CSc1nnc(-c2ccco2)n1-c1cc(C)ccc1C,-1%,2,9%,-1%,?,16%,-4%,8%,26%
O=C(Nc1ccc(F)cc1)C1CCN(S(=O)(=O)c2ccc3[nH]c(=O)oc3c2)CC1,0%,4,-5%,-2%,16,14%,-6%,2%,0%
Cc1cc(C)n(-c2ccc([N+](=O)[O-])cc2-c2nn[nH]n2)n1,1%,-5,-2%,-1%,18,16%,18%,-5%,3%
Cc1cc(C(=O)N/N=C/c2sc(N3CCOCC3)nc2-c2ccccc2)c(C)o1,?,2,20%,?,-20,13%,12%,9%,0%
CCC(=O)N(Cc1cc(=O)[nH]c2ccccc12)c1ccc(C)cc1C,0%,3,-3%,9%,23,7%,-2%,-3%,-17%
O=C(OCc1ccco1)c1ccc(S(=O)(=O)N2CCCCC2)cc1,7%,-7,2%,-6%,-2,0%,4%,1%,-9%

# (cont.)
SMILES,MCF10A rerep,D3 ag,HT1080 IDH1KD tx,SW480 rerep,IL-1B inflam inh,KB-3-1 tox,HEK293 tox,HT1080-NT tox,KB-V1 MDR tox
COc1ccc(S(=O)(=O)NCc2cccnc2)cc1C(=O)NC1CCCCC1,-3%,4,14%,2%,-26,6%,3%,12%,10%
COc1ccc(C)cc1NCc1ccc(OC)c(C)c1OC,12%,4,8%,11%,1,6%,-7%,9%,-1%
CCOC(=O)c1c(C)[nH]c(C)c1S(=O)(=O)N(C)CC(=O)N1CCN(c2cccc(Cl)c2)CC1,·,-9,·,·,·,-9%,-2%,·,?
COc1ccc(C2C(C(C)=O)=C(Nc3ccccc3)CC(C)(O)C2C(C)=O)cc1OC (stereo unspecified),3%,17,9%,?,-12,1%,-22%,2%,-23%
Cc1ccc(S(=O)(=O)N2CCN(C(=O)COC(=O)c3ccc(Cl)nc3)CC2)c(C)c1,-4%,5,7%,-11%,18,4%,1%,0%,10%
Cc1nc2c(C(=O)NCc3ccc(F)cc3)c[nH]n2c(=O)c1Cl,2%,-9,7%,2%,-11,3%,4%,5%,-13%
CCc1[nH]c(=O)c(C#N)c2c1CSC(C)(C)C2,0%,-4,-4%,-2%,-6,8%,13%,6%,14%
Cc1nn(C2CCS(=O)(=O)C2)c(Cl)c1/C=C/C(=O)OCC(N)=O (stereo unspecified),0%,-12,28%,6%,15,-10%,6%,8%,18%
CCCCNC(=S)N(Cc1c(C)noc1C)c1ccccc1,14%,4,13%,-3%,45,-4%,-8%,10%,?
O=C(CNC(=O)c1cccs1)NC1=NCCS1,-8%,-11,-2%,-9%,3,-3%,-14%,1%,4%
O=c1[nH]n(-c2cccc3cccnc23)c(=O)c2ccccc12,0%,5,9%,-3%,-1,4%,4%,19%,5%
CC(=O)NC1=NN(C(C)=O)C(c2ccco2)S1 (stereo unspecified),-2%,6,17%,-9%,-10,13%,1%,24%,20%
CCOc1ccc(-c2nnn(CC(=O)Nc3cc(OC)ccc3OC)n2)cc1OCC,5%,3,?,-3%,35,4%,6%,?,-24%
CN(C(=O)COC(=O)c1nc(Cl)ccc1Cl)C1CCS(=O)(=O)C1 (stereo unspecified),8%,8,17%,-8%,19,-1%,8%,7%,9%
CC(=O)c1ccc(-c2ccc([C@H]3[C@H]4C=CC[C@@H](C)[C@@H]4C(=O)N3Cc3ccccc3)c(F)c2)cc1,?,2,?,-17%[9.22 µM],-4,?,9%,?,21µM*
CCOC(=O)c1c(C)[nH]c(C)c1C(=O)CN1C(=O)NC2(CCC(C)CC2)C1=O (stereo unspecified),8%,-9,0%,2%,-24,4%,19%,-1%,13%
NS(=O)(=O)c1cccc(NC(=O)CSc2nc3ccc(Cl)cc3[nH]2)c1,-1%,1,-1%,-3%,-20,-1%,-2%[0.307 µM],-1%,3%
Cc1ccc(C)c(N2N=C(C(=O)Nc3ccccc3N3CCCC3)CCC2=O)c1,21µM*,1,?,?,i,-9%,-8%,?,?
CCN(CC)S(=O)(=O)N1CCC(C(=O)NCc2ccco2)CC1,-4%,-13,13%,0%,17,-2%,-5%,2%,1%
Cc1cccc(-c2cccc(NC(=O)C3CCCN(C(=O)c4ocnc4C)C3)c2)c1 (stereo unspecified),2%,-30,-20%,21%,0,·,-5%,1%,·
COc1ccc2c(c1)CCc1c(C(=O)Nc3c(C)nn(Cc4ccccc4C)c3C)noc1-2,·,8,·,·,·,-19%,-2%,·,-17%
CCc1ccc2[nH]c(=O)c(CN(Cc3ccccc3)Cc3nnnn3Cc3ccco3)cc2c1,8%,9,?,?,-54*,?,-26%,-23%,?
COC(=O)c1ccc(NC(=O)COc2ccc(S(=O)(=O)N3CCCCC3)cc2)cc1,0%,-5,-27%,1%,21,-7%,-1%,-7%,5.2µM*
CCC(C(=O)n1cccc1C#N)c1ccccc1C (stereo unspecified),-1%,0,11%,-3%,0,14%,-22%,12%,?
CCN1CCc2c(sc(NC(=O)c3ccc(S(=O)(=O)N4CCCCCC4)cc3)c2C(=O)NC)C1,?,-7,6%,?,i,?,19%,3%,-12%

# Continued.
SMILES,MCF10A rerep,D3 ag,HT1080 IDH1KD tx,SW480 rerep,IL-1B inflam inh,KB-3-1 tox,HEK293 tox,HT1080-NT tox,KB-V1 MDR tox
CC(=O)Nc1ccc(N/C(=N\S(=O)(=O)c2ccccc2)c2ccccc2)cc1,-8%,1,9%,-7%,-8,·,-7%,0%,·
Cc1cc(C)nc(N(C#N)Cc2cccc3ccccc23)n1,12%,0,0%,-3%,-19,-1%,4%,-4%,-2%
Cn1nc(N2CCN(S(=O)(=O)c3ccccc3)CC2)c(=O)n(C)c1=O,-21%,3,5%,-4%,-4,-1%,-18%,-6%,7%
Cc1c(CCC(=O)NCC(=O)O)c(=O)oc2cc3occ(-c4ccccc4)c3cc12,-2%,3,-2%,-11%,0,2%,14%,-1%,13%
COC(=O)[C@H]1C[C@@H]1[C@H](NS(=O)(=O)c1ccccc1)c1ccccc1,-10%,1,12%,-11%,35,10%,8%,8%,5%
O=C(O)C1C2C=CC(C2)C1C(=O)Nc1ccc(Cl)c(Cl)c1 (stereo unspecified),12%,3,-4%,-1%,37,-3%,-3%,4%,0%
